# Screening results from PubChem.
# GAA glycogen mod = GAA glycogen-cleavage inhibition or activation; P10253; recombinant GAA, glycogen substrate, Amplex Red glucose oxidase fluorescence; Potency, µM (top dose mostly 76.4 µM), for inactives: at the top dose activity change, negative = inhibition, hits mostly inhibitors; hit rate 0.38% among 300,000; AID 2100; active = well fitted inhibition curve with a large enough effect; inconclusive = small, poorly fitted or top-dose-only effect, or another doubt; inactive = no such curve, though single readings can be large or run the other way;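 also: 0% = full enzyme reaction and -100% = no-enzyme basal signal; the screen sought inhibitors and activators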
#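 qHTS, 1536-well; enzyme 4 nM final; cpd up to 77 uM; substrate bovine liver glycogen 30 ug; 50 mM citrate/phosphate pH 5.0, 0.01% Tween-20; 37 C, 40 min; Amplex Red detection 45 min RT; Hill fit → AC50.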
# * marks the source's active call; other numbers are inactive results; ? = inconclusive; [ ] = dose if it differs, or a comment. Potency is read from the fitted curve at half-maximal effect.
SMILES,GAA glycogen mod
CCOC(=O)N1CCN(CC(c2ccccc2)c2ccccc2)CC1,11.5%[76.3 µM]
Cc1ccc2c(c1)N(CC(=O)NCc1ccccc1Br)C(=O)c1cccnc1O2,-8.8%[76.3 µM]
NC(=O)CC(NC(=O)Cc1cccc2ccccc12)c1ccc(NCCCN2CCCC2=O)c([N+](=O)[O-])c1 (configuration not stated),2.3%[76.3 µM]
CC(=O)Nc1ccc(S(=O)(=O)N2CCN(S(=O)(=O)N3CCOCC3)CC2)cc1,-0.1%
O=C(O)c1ccc(NC(=O)c2cccc(NC(=O)c3cccs3)c2)cc1,2.3%[76.3 µM]
COc1cc(-c2cc(OC)c3c(C)oc(C)c3c(=O)c2)ccc1OC(=O)c1ccc(C)cc1,9.8%[76.3 µM]
CCCn1cc(S(=O)(=O)c2ccccc2)c(=O)c2cc(F)c(N3CCCC(C)C3)cc21 (configuration not stated),-8.8%[76.3 µM]
COc1ccc2[nH]cc(C(=O)CN3CCCC(C)(C)C3)c2c1,5.7%
COc1ccc(NC(=O)CN2CCCC2)cc1,-1.2%[76.3 µM]
CC1=C(C(=O)NC2CCCc3c2cnn3-c2cc(F)cc(F)c2)OCCO1 (configuration not stated),-5.3%[76.3 µM]
Cc1cc(Cl)ccc1OCC(=O)N/N=C/c1ccncc1,1.9%
CCc1nnc(SCC(=O)N(C)c2ccccc2)c2cc3sccc3n12,?

# The final 2 compounds of the part before come first, to join the parts.
SMILES,GAA glycogen mod
Cc1cc(Cl)ccc1OCC(=O)N/N=C/c1ccncc1,1.9%
CCc1nnc(SCC(=O)N(C)c2ccccc2)c2cc3sccc3n12,?
CCc1nnc(NC(=O)C2CCN(C(=O)c3ccco3)CC2)s1,1.4%
Cc1ccc(CCNC(=O)c2cccc(NC3=NC4CS(=O)(=O)CC4S3)c2)cc1 (configuration not stated),5.9%[76.3 µM]
COc1ccccc1OCCNC(=O)CN(c1cccc(C)c1)S(=O)(=O)c1ccccc1,-0.3%[76.3 µM]
CCOC(=O)[C@@H]1[C@H]2COc3cc(OC)ccc3[C@@H]2N2C(=O)N(c3ccc(C(F)(F)F)cc3)C(=O)[C@@]12C,20.4%[76.3 µM]
COc1ccc(OC)c(C(=O)N/N=C/c2ccccn2)c1,1.6%[76.3 µM]
O=C(NC1CCCCC1)c1ccc(Cn2c(SCc3ccccc3)nc3cccnc32)cc1,-9.3%[76.3 µM]
COc1ccc(/C(C)=N/NC(=O)CNC(=O)c2cccnc2)cc1,0.8%
COc1ccc(S(=O)(=O)N(CC(=O)NC2CCCC2)c2ccccc2OC)cc1,5.7%[76.3 µM]
O=C(Nc1ccc(F)cc1F)c1cc(-c2ccccc2O)no1,12.7%[76.3 µM]
CCOC(=O)N1CCN(C(=O)c2cc3c(s2)-c2c(C)cccc2OC3)CC1,8.3%[76.3 µM]
CCOc1ccc(CCNC(=O)C2CSC3(C)CCC(=O)N23)cc1OCC (configuration not stated),0.1%[76.3 µM]
COc1cc(COc2ccc3c(C)c(CC(=O)O)c(=O)oc3c2C)cc(OC)c1OC,-0.3%

# Entries listed so far containing a halogen, in the order listed:
SMILES,GAA glycogen mod
Cc1ccc2c(c1)N(CC(=O)NCc1ccccc1Br)C(=O)c1cccnc1O2,-8.8%[76.3 µM]
CCCn1cc(S(=O)(=O)c2ccccc2)c(=O)c2cc(F)c(N3CCCC(C)C3)cc21 (configuration not stated),-8.8%[76.3 µM]
CC1=C(C(=O)NC2CCCc3c2cnn3-c2cc(F)cc(F)c2)OCCO1 (configuration not stated),-5.3%[76.3 µM]
Cc1cc(Cl)ccc1OCC(=O)N/N=C/c1ccncc1,1.9%
CCOC(=O)[C@@H]1[C@H]2COc3cc(OC)ccc3[C@@H]2N2C(=O)N(c3ccc(C(F)(F)F)cc3)C(=O)[C@@]12C,20.4%[76.3 µM]
O=C(Nc1ccc(F)cc1F)c1cc(-c2ccccc2O)no1,12.7%[76.3 µM]

# Continuation.
SMILES,GAA glycogen mod
Cc1ccc2nc3c(cc(C(=O)NC4CCS(=O)(=O)C4)n3Cc3ccccc3)c(=O)n2c1 (configuration not stated),-3.0%[76.3 µM]
CC(C)OCCCNC(=O)c1ccc2c(c1)S(=O)(=O)c1ccccc1C2=O,-4.2%[76.3 µM]
Cc1ccc2c(c1)cc(C(=O)NCc1ccccc1C)n2C,0.7%[76.3 µM]
O=C(NCc1ccccc1)C(c1ccc(F)cc1)N(C(=O)c1csnn1)C1CCCC1 (configuration not stated),-4.8%[76.3 µM]
COc1cc(NC(=S)N2CCCC2)cc(OC)c1,-1.7%[76.3 µM]
Cn1c(=O)c2c(nc(Oc3ccccc3Cl)n2C)n(C)c1=O,3.3%
CC(C)C(=O)Nc1cc2c3c(c1)CCC(=O)N3CCC2,-2.2%[76.3 µM]
COc1ccc(NC(=O)c2oc3ccc4c(c3c2C)C(=O)CC(C)(C)O4)cc1OC,4.4%[76.3 µM]
O=C(c1cc(Br)ccc1Cl)N1CCN(c2ncccn2)CC1,8.5%
O=C(O)COc1ccc(-c2nc(-c3ccccc3)c(-c3ccccc3)[nH]2)cc1,7.8%[76.3 µM]
COc1ccccc1C(=O)C1CCCN(C(=O)c2ccc(C(C)=O)s2)C1 (configuration not stated),2.6%[76.3 µM]
COCCc1nc2ccc(C(=O)N3CCCCC3COC)cc2o1 (configuration not stated),-2.0%[76.3 µM]
COc1ccc(C(=O)CNc2cccc(F)c2)cc1,1.1%
Cc1cc(=O)[nH]c(SCC(=O)N2CCCC(C)C2)n1 (configuration not stated),-2.7%
COC(=O)Cn1c(=O)c2c(nc3n2CCN3c2ccc(F)cc2)n(C)c1=O,10.8%[76.3 µM]
COc1ccc(Cl)cc1NC(=O)Cn1cc(S(=O)(=O)Cc2cccc(Cl)c2)c2ccccc21,7.7%[76.3 µM]
COC(=O)c1ccc(NC(=O)c2nn(C)c3c2CS(=O)(=O)c2ccccc2-3)cc1,-2.2%[76.3 µM]
Cc1cc(=O)n2c3ccccc3n(C)c2n1,7.8%[76.3 µM]
Cc1ccc2onc(CC(=O)N3CCN(c4ccc(F)cc4)CC3)c2c1,-12.8%[76.3 µM]
Nc1cc(=O)[nH]c2nnc(SCC(=O)Nc3cccc4ccccc34)n12,10.7%
COC(=O)c1ccccc1NC(=O)c1cc2ccccc2o1,-5.1%[76.3 µM]
COCCCNC(=O)CCN1N=C(c2ccccc2)CCC1=O,8.6%
O=C(O)CC(CC(=O)NCC(O)c1ccccc1)c1ccccc1 (configuration not stated),-4.4%
N#CCCN1C(=O)C2(OCCO2)c2ccccc21,-0.4%

# Quoted from the listing:
# GAA glycogen mod result of Cc1ccc2onc(CC(=O)N3CCN(c4ccc(F)cc4)CC3)c2c1 → -12.8%[76.3 µM]
# GAA glycogen mod result of Nc1cc(=O)[nH]c2nnc(SCC(=O)Nc3cccc4ccccc34)n12 → 10.7%
# GAA glycogen mod result of COC(=O)c1ccc(NC(=O)c2nn(C)c3c2CS(=O)(=O)c2ccccc2-3)cc1 → -2.2%[76.3 µM]
# GAA glycogen mod result of Cc1cc(=O)n2c3ccccc3n(C)c2n1 → 7.8%[76.3 µM]
# GAA glycogen mod result of N#CCCN1C(=O)C2(OCCO2)c2ccccc21 → -0.4%

# Other entries.
SMILES,GAA glycogen mod
CCOC(=O)[C@@H]1[C@H]2COc3cc(OC)ccc3[C@@H]2N2C(=O)N(c3cccc(F)c3)C(=O)[C@@]12C,-3.6%[76.3 µM]
COc1ccc(-c2cc(C(=O)N3CCCC3)c3ccccc3n2)cc1,-16.9%[76.3 µM]
CCCNC(=O)c1cnc(-c2ccccc2)nc1-c1ccccc1,2.0%
CC(C)C(=O)N1CCN(c2ccccc2NC(=O)c2ccco2)CC1,-4.0%
CC1CCN(CC(=O)Nc2nccs2)CC1,-5.1%[76.3 µM]
COc1cccc(-c2ccc(NC(=O)C3CCCN(Cc4cnc(C)s4)C3)cc2)c1 (configuration not stated),0.5%[76.3 µM]
O=c1[nH]c(C(F)(F)F)nc2ccc3ccccc3c12,6.0%[76.3 µM]
Cc1ccc(S(=O)(=O)n2c(C)nc3ccccc32)cc1,13.5%[76.3 µM]
COc1ccccc1C1=NOC(C(=O)N2CCN(C(=O)c3ccco3)CC2)C1 (configuration not stated),-4.5%[76.3 µM]
COc1ccc(-c2nn(-c3ccccc3)cc2C(=O)N(C)C)cc1,-16.0%
CC(=O)Nc1cccc(C(=O)N/N=C/c2cccc(C)n2)c1,1.1%
Cc1ccccc1NC(=O)/C(C#N)=C/c1ccc[nH]1,3.4%[76.3 µM]
COc1ccccc1CC(=O)N1CCN(S(=O)(=O)c2cccs2)CC1,-0.4%[76.3 µM]
COC(=O)C1=C(C)NC(=O)NC1c1c(O)ccc2ccccc12 (configuration not stated),16.8%[76.3 µM]
COc1ccc(C)cc1NC(=O)CNC(C)C(=O)Nc1ccc(C(C)=O)cc1 (configuration not stated),-0.1%
CC1CN(S(=O)(=O)c2ccc(CN3C(=O)c4cccnc4C3=O)cc2)c2ccccc2O1 (configuration not stated),-3.8%[76.3 µM]
CCCCOc1cccc(C(=O)Nc2ccc(S(=O)(=O)Nc3cc(C)on3)cc2)c1,-5.5%
COCCn1c(=O)[nH]c2cc(C(=O)N3CCN(c4cc(C)ccc4C)CC3)ccc2c1=O,-0.9%
Nc1nc(Nc2ccccc2F)nc(NC2CCCCC2)c1[N+](=O)[O-],-0.5%
COc1ccc(C(=O)NC(=S)N(C)C2CCCCC2)cc1,-11.3%[76.3 µM]
CCOc1ccccc1CNC(=O)C1CCN(c2nnc(-n3c(C)ccc3C)s2)CC1,4.5%[76.3 µM]
COc1ccc(C(=O)/C=C2/C(=O)Nc3ccccc32)c(OC)c1,-10.2%
c1ccc(CCNCCOc2ccccc2)cc1,?
CCCNC(=O)CSc1n[nH]c(=O)n1CCc1ccccc1,-8.3%
COc1ccc2c(c1OC)C(=O)N(c1ccc(OCc3ccccc3)cc1)C2=O,3.4%
O=C(Cn1c(=O)c2cccn2c2ccc(F)cc21)Nc1cccc(F)c1,17.4%[76.3 µM]
CCCCN(CC)CCNC(=O)c1cc2c(=O)[nH]c3ccc(C)cc3c2s1,1.0%
Clc1cccc(Cl)c1CN1CCN(c2ncccn2)CC1,-2.6%[76.3 µM]
O=C(COc1ccccc1O)NCCN1CCOCC1,2.1%
Cc1ccc(C(=O)NCC(c2ccc(Cl)cc2)N2CCCCC2)cc1 (configuration not stated),-9.0%[76.3 µM]
CC1Sc2ccc(S(=O)(=O)NCc3ccccc3)cc2NC1=O (configuration not stated),3.2%[76.3 µM]
O=C(Nc1ccc(S(=O)(=O)N2CCOCC2)cc1)c1cc(S(=O)(=O)N2CCOCC2)ccc1Cl,-0.4%[76.3 µM]
O=C1CCC(C(=O)N2CCCCCCC2)CN1Cc1cccc(C(F)(F)F)c1 (configuration not stated),0.7%[76.3 µM]
Cc1cccc(Nc2nc(Cl)ncc2F)c1C,-1.5%[76.3 µM]
C[C@@H](C(=O)NCCc1ccccc1F)N1C(=O)N2CCc3c([nH]c4ccccc34)[C@@]2(C)C1=O,-24.2%[76.3 µM]
O=C1CCN(Cc2ccccc2)CCN1[C@H](CSc1ccccc1)c1ccccc1,3.3%[76.3 µM]
Cc1ccc(CNC(=O)c2ccc(N3CCC4(CC3)CC(c3ccccc3)=NO4)c([N+](=O)[O-])c2)cc1,6.0%[76.3 µM]
COC(C(=O)Nc1ccnn1C1CCN(Cc2nccs2)CC1)c1ccccc1 (configuration not stated),-2.7%[76.3 µM]
O=C(CN1C(=O)c2ccccc2C1=O)NC1CCCCCC1,-3.5%
COc1ccc(C(=O)/C=C/c2cccnc2)c(OC)c1,-2.4%[76.3 µM]
COc1ccc(N2CCN(C(=O)C(C)n3nc(C)c4sc5ccccc5c4c3=O)CC2)cc1 (configuration not stated),-5.8%[76.3 µM]
Cc1cccc(C)c1NC(=O)CN(C)C(=O)c1ccccc1C(=O)N(C)Cc1ccccc1,-0.1%
COc1ccc(N(CC(=O)N/N=C/c2cc(OC)ccc2OC)S(=O)(=O)c2ccccc2)cc1,4.0%
Cc1ccc(C(=O)Nc2ccc(S(=O)(=O)Nc3cnc4ccccc4n3)cc2)cc1,4.7%[76.3 µM]
Cc1cc(CN2CCCCC2C(=O)Nc2ccc(Oc3cccnc3)cc2)oc1C (configuration not stated),2.4%[76.3 µM]
COc1ccccc1C(C)NCC(=O)NCc1ccc(C)cc1 (configuration not stated),2.1%
CCOc1ccc(C(=O)N2CCC3(CC2)NCCc2[nH]cnc23)cc1OCC,0.3%[76.3 µM]
COCCCn1c(SCC(=O)NC2CCCC2)nnc1-c1cccs1,-3.6%[76.3 µM]
Cc1ccc(OCCn2ncc3ccccc3c2=O)c(C)c1,-0.3%
COc1ccc(NC(=O)NC2CCCCCCC2)cc1OC,-1.8%[76.3 µM]
Cc1ccc(CNC(=O)c2ccc(CS(=O)Cc3cccc(Cl)c3)o2)cc1 (configuration not stated),-3.7%[76.3 µM]
CC1CN(C(=O)c2cc3c(=O)n4ccccc4nc3n2C)CC(C)O1 (configuration not stated),4.0%[76.3 µM]
CC(Oc1ccc(Cl)cc1)C(=O)N(C)CC(=O)Nc1ccc(N2CCOCC2)cc1 (configuration not stated),-2.2%[76.3 µM]
COCCC(=O)N1CCC(Oc2ccc(C(=O)NCCC3=CCCCC3)cc2)CC1,-7.8%[76.3 µM]
O=c1[nH]n(-c2ccccc2Cl)c(=O)c2ccccc12,-2.2%
O=C(NNC(=O)c1c(O)c2ccccc2[nH]c1=O)c1ccccc1,0.2%[76.3 µM]
COc1ccc(C(=O)N2CCN(c3ccccc3)CC2)cc1S(=O)(=O)N1CCOCC1,-5.4%
COc1ccc(S(=O)(=O)N(CC(=O)NN=C2CCN(C)CC2)c2ccc(C)cc2)cc1OC,3.3%[76.3 µM]
Cc1ccc(NC(=O)N(C)c2ccccc2)cc1,0.4%

# A portion of the library; count on the stated rates, not on these rows.
